STK33 inh – inhibitors of purified STK33 kinase, primary screen, biochemical, ADP-Glo luminescence, homogeneous, cell-free. Serine/threonine-protein kinase 33 (Homo sapiens), Q9BYT3. hit rate 0.073% among 320,000. inhibition, % at 10 µM. MBP phosphorylation;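 active = inhibition at or above 25%, using the most active replicate where run in duplicate; inactive = inhibition below 25%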
Target sequence (Q9BYT3 whole entry, looked up): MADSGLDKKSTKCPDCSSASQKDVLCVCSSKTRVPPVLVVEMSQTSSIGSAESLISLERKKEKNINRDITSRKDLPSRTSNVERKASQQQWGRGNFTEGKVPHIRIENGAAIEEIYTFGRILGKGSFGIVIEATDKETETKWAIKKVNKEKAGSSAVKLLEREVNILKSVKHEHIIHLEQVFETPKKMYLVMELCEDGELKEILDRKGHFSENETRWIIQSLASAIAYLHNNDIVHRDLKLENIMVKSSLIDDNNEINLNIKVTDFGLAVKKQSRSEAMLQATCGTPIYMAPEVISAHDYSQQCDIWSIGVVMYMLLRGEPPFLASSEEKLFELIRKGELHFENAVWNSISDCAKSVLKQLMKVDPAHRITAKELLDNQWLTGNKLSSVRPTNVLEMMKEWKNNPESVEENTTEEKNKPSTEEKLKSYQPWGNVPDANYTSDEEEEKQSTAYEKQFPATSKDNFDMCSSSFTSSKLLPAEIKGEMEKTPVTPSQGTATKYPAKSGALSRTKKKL
OX1R antag-1 – OX1R (HCRTR1) antagonists, primary screen, fluorescence, CHO/OX1R cells, Fluo-8 calcium, orexin A; Orexin/Hypocretin receptor type 1 (Homo sapiens), O43613; Fluo-8 calcium fluorescence; inhibition, % at 5 µM; hit rate 0.43% among 330,000; AID 434989, 2010;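 active = inhibition above its plate's threshold, mean inhibition of all tested compounds on the plate plus 3 SD, cut at about 37% in these data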;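 note: 0% = orexin A challenge wells and 100% = SB-334867-A antagonist wells; not every result past the cut was called active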
Target sequence (O43613 whole entry, looked up): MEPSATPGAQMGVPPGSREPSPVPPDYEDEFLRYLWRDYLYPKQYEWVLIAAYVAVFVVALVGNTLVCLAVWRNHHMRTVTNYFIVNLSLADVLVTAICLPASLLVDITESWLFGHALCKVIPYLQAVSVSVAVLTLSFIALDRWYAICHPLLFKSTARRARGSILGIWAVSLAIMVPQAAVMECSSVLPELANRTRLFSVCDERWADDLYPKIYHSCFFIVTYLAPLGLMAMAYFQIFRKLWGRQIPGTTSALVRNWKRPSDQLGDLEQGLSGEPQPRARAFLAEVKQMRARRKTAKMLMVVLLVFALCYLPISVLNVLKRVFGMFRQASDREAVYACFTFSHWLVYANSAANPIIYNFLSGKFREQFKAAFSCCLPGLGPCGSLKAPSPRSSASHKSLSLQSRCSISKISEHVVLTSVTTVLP
OX1R antag-2 – antagonists of human orexin 1 receptor (OX1R). AID 485270, 2010. inhibition, % at 6.6 µM. OX1R-expressing cells, FRET antagonist read-out. Orexin/Hypocretin receptor type 1 (Homo sapiens), O43613. hit rate 1.8% among 330,000; in the data active = inhibition mostly above about 38%, no sharp cut-off; inactive = mostly below about 40%;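 note: 0% = agonist challenge alone and 100% = reference antagonist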
* marks the source's active call; other numbers are inactive results; / = no result given.

STK33 inh | OX1R antag-1 | OX1R antag-2 | smiles
0.4 | 21 | 12 | Cc1c(NC(=O)c2ccc3c(c2)OCO3)cccc1-c1nc2ccccc2s1
-1.7 | -7 | 8 | O=C(O)CCCC(=O)Nc1ccc(C(=O)N2CCCCC2)cc1
-1.2 | 7 | 15 | Cn1nnc2cc(C(=O)Nc3ccc(Cl)cc3)ccc21
-0.7 | -6 | 1 | C=CCOc1c(/C=N\NC(N)=O)cccc1OC
-1.3 | -14 | 19 | CCc1nc2n[nH]c(N)c2c2c1CSC(C)(C)C2
0.3 | -21 | 0 | Cc1ccc(OCC(=O)n2nc(C)cc2C)c(Br)c1
-1.7 | -16 | 12 | O=C(NC(=S)NCc1ccccc1)c1ccccc1F
-0.6 | -12 | 23 | N#C/C(=C/c1ccc(F)cc1)C(N)=S
-0.2 | -9 | 24 | CSc1cnn(-c2ccccc2)c(=O)c1SC
0.0 | 8 | 12 | COc1cc(/C=C2/N=C(C3CCCCC3)OC2=O)cc(OC)c1OC
2.2 | -20 | 27 | CCOc1ccc(-n2ccnc2SCC(=O)N2CCCc3ccccc32)cc1
-0.8 | -7 | -4 | CC(=O)OC(C)=O
1.0 | 0 | 30 | CCn1nc(C)c(/C=N/NC(=O)c2c[nH]c3ccccc23)c1C
-0.5 | 5 | 7 | CC(C)NC(=O)C(=O)NCCCOC(C)C
0.4 | -6 | 6 | O=C(Nc1cccnc1)/C(N=Nc1c(Cl)cccc1Cl)=C(\O)c1ccccc1
0.6 | -27 | 22 | COc1ccc(-c2cc(C(=O)OCC(=O)N(C)C3CCS(=O)(=O)C3)c3ccccc3n2)cc1OC (configuration not stated)
-0.9 | 9 | -1 | O=C(Nc1ccc(F)cc1)C1CC(=O)N(Cc2ccco2)C1 (configuration not stated)
-1.6 | -2 | 31 | CC(=O)N/N=C/C1=CCC2CC1C2(C)C (configuration not stated)
-0.7 | -18 | 8 | COc1ccccc1N1CCN(Cc2cc3c(cc2O)OCO3)CC1
0.1 | -15 | 16 | COc1ccc(Cl)cc1C(=O)NNC(=O)c1cccc([N+](=O)[O-])c1

6 compounds from above, arranged by the value under OX1R antag-2, lowest first:
STK33 inh | OX1R antag-1 | OX1R antag-2 | smiles
-0.9 | 9 | -1 | O=C(Nc1ccc(F)cc1)C1CC(=O)N(Cc2ccco2)C1 (configuration not stated)
-0.7 | -18 | 8 | COc1ccccc1N1CCN(Cc2cc3c(cc2O)OCO3)CC1
-1.7 | -16 | 12 | O=C(NC(=S)NCc1ccccc1)c1ccccc1F
-1.3 | -14 | 19 | CCc1nc2n[nH]c(N)c2c2c1CSC(C)(C)C2
0.6 | -27 | 22 | COc1ccc(-c2cc(C(=O)OCC(=O)N(C)C3CCS(=O)(=O)C3)c3ccccc3n2)cc1OC (configuration not stated)
1.0 | 0 | 30 | CCn1nc(C)c(/C=N/NC(=O)c2c[nH]c3ccccc23)c1C

Further records
STK33 inh | OX1R antag-1 | OX1R antag-2 | smiles
2.1 | -15 | 3 | O=C(NCc1nnc2c(C(F)(F)F)cc(Cl)cn12)c1cccs1
-0.8 | -1 | 8 | C[C@H](CO)N1C[C@H](C)[C@@H](CN(C)Cc2ccc(C(=O)O)cc2)Oc2ccc(NS(C)(=O)=O)cc2C1=O
0.7 | -3 | 14 | BrC(=C\c1ccccc1)/C=N/N1CCN(c2ccccn2)CC1
0.1 | -20 | 7 | CN(CC(=O)Nc1ccc(F)cc1)C(=O)CSc1ccc2c(c1)OCCO2
-1.8 | -40 | 23 | CCn1nc(C)c(CNCc2cn[nH]c2-c2cc3ccccc3o2)c1C
-0.7 | -16 | 25 | CC(=O)c1ccc(NC(=O)C(C)OC(=O)C(C)Oc2cccc(C)c2)cc1 (configuration not stated)
-2.1 | -1 | 7 | CCOC(=O)NCc1ccc(S(=O)(=O)Nc2ccc(C)cc2)cc1
-0.6 | -19 | 17 | Cc1nc2sc(-c3ccccc3)cc2c(=O)[nH]1
-2.4 | -39 | 28 | Cn1c(=O)c2c(nc(SCc3cccnc3)n2Cc2ccccc2)n(C)c1=O
/ | -1 | 14 | O=C(CSc1nnnn1-c1cccc(Cl)c1)Nc1ccc2c(c1)CCC2
-1.8 | -9 | 2 | CN(C)c1nc(N(C)C)nc(N(C#N)CN2C(=O)c3ccccc3C2=O)n1
-3.1 | -18 | 6 | CCOC(=O)Cn1c(COc2ccccc2OC)[n+](C)c2ccccc21
-0.9 | -9 | 35 | S=C(Nc1ccc2nc(-c3ccccn3)c(-c3ccccn3)nc2c1)N1CCCCCC1
-1.0 | -11 | 22 | Cc1cc(NC(=O)Cn2c(=O)oc3ccc(Cl)cc32)no1
-1.5 | -4 | 3 | O=C(CN1CCN(S(=O)(=O)c2ccc(Cl)s2)CC1)N1CCCCC1
1.0 | -16 | 11 | Cc1c(OCC(=O)NCc2cccnc2)ccc2c3c(c(=O)oc12)CCCC3
-2.0 | -15 | 29 | Cc1cc(C)cc(NC(=O)C(=O)NCC2CCCN2S(=O)(=O)c2cccs2)c1 (configuration not stated)
-1.9 | -15 | 19 | COc1ccccc1NS(=O)(=O)c1cccc(NC(=O)NC2CCCCC2)c1
-2.9 | -20 | 0 | Cc1cc(C(=O)CSc2ccccc2)cc(C)c1O
1.7 | 5 | 8 | CCOC(=O)c1[nH]cnc1C(=O)Nc1ccccn1
/ | -29 | 21 | COc1cc(Cl)c(C)cc1NC(=O)c1ccc2c(SCC(=O)O)c3c(nc2c1)CCCC3
/ | -21 | 17 | CSc1ccccc1NC(=O)CN(C)CC(=O)Nc1ccccc1N1CCOCC1
-0.2 | -3 | 13 | O=[N+]([O-])c1ccc(N/N=C/c2cccc(O)c2O)cc1
3.5 | -26 | 10 | CC(=O)NCCn1c(SCC(=O)c2ccccc2)nc2ccccc2c1=O
-1.2 | -3 | 14 | O=C1CC(c2cccc(Cl)c2)C(n2cncn2)C(=O)C1C1NCCc2ccccc21 (configuration not stated)
-2.0 | -23 | 20 | CN(Cc1cccs1)C(=O)CCCc1c[nH]c2ccccc12
0.2 | -33 | 19 | Cc1cc(C(=O)NC(=S)Nc2ccccc2N2CCCC2)ccc1[N+](=O)[O-]
0.3 | -22 | 30 | COC(=O)c1ccccc1NC(=O)COc1ccccc1[N+](=O)[O-]
0.1 | -14 | 29 | COc1ccccc1N(Cc1ccccc1)S(=O)(=O)c1cccc(C(=O)Nc2ncccc2C)c1
-0.3 | -13 | 15 | C=CC[C@@H]1C=C[C@H](O/N=C/c2ccc(C(=O)N3[C@H](c4ccc(C)cc4)[C@@H](C)CC[C@H]3C(=O)OC)cc2)[C@@H](CO)O1
-1.4 | -3 | 16 | Cc1nc2sccn2c(=O)c1S(=O)(=O)NCCc1ccc(Cl)cc1
-0.2 | -29 | 24 | Cc1ccc(NC(=O)c2cc([N+](=O)[O-])ccc2N2CCOCC2)cc1C
-1.4 | -15 | 5 | O=C(NC(=S)Nc1nc(-c2cccc3ccccc23)cs1)c1cc2ccccc2o1
0.6 | -6 | 4 | CC(=O)OCP(C)(=O)COC(C)=O
-2.0 | -27 | 13 | O=C(COc1ccc(Cl)cc1)Nc1cccc(S(=O)(=O)NC2=NCCCCC2)c1
9.1 | -19 | 16 | CC(C)(C)c1ccc(C(=O)N2CCC(C(=O)NCc3ccncc3)CC2)cc1
-1.2 | -39 | 2 | Cc1ccc(CN(CC(O)COc2cccc3[nH]cc(C)c23)C(C)(C)C)cc1 (configuration not stated)
-0.9 | -5 | 15 | NCC(O)COc1ccc2c(c1)OCO2 (configuration not stated)
-2.1 | -24 | 31 | Cc1cccc(OC(C)C(=O)Nc2ccccc2C(=O)N2CCCCC2)c1 (configuration not stated)
-1.7 | -2 | 13 | O=C(NCCc1c[nH]c2ccccc12)/C(=C\c1cccnc1)NC(=O)c1cccs1
-1.6 | -9 | 16 | COc1ccc(N=C2SC(C(N)=O)CC(=O)N2CCc2ccc(OC)c(OC)c2)cc1 (configuration not stated)
-0.3 | 6 | 19 | O=C(O)COc1cnc2ccccc2n1
-0.2 | -18 | -3 | O=C1CSC(c2cccnc2)N1c1ccccc1 (configuration not stated)
6.4 | -6 | 10 | CNC(=S)N/N=C(\C)c1ccc2c(c1)OCCO2
-2.0 | 5 | 6 | COc1cccc(/C=C/C(=O)OCC(=O)NC2CC2)c1OC
3.2 | -4 | 11 | C#CCOCCOCCOCCNc1nc(N2CCN(C(=O)[C@H](CCC(=O)O)n3cc([C@@H](N)CO)nn3)CC2)nc(N2CCN(C(=O)[C@H](CCC(=O)O)n3cc([C@@H](N)CCSC)nn3)CC2)n1
0.6 | -16 | 13 | Cc1coc2c(C)c3oc(=O)c(CCC(=O)N4C[C@H]5C[C@@H](C4)c4cccc(=O)n4C5)c(C)c3cc12
1.4 | -11 | 9 | CC(=O)c1sc(NC(=O)c2ccccc2F)nc1C
0.3 | -26 | 20 | O=C(NCc1ccc2c(c1)OCO2)c1cc([N+](=O)[O-])ccc1N1CCOCC1
-0.7 | -18 | 19 | COc1ccc(C2CC3(O)NC(=O)C(C#N)(C3C)C2(C#N)C#N)cc1 (configuration not stated)
-0.5 | -4 | 25 | CS(=O)(=O)N1CCN(C(=O)c2ccncc2)CC1
0.2 | -8 | 10 | COc1cccc(F)c1C(C[N+](=O)[O-])c1c(N)n(C)c(=O)n(C)c1=O (configuration not stated)
0.8 | -3 | 16 | Cc1cc(C)n(-c2cc(Cl)ccc2[N+](=O)[O-])n1
-0.4 | 5 | 8 | CCCCn1c(N)c(N(CCOC)C(=O)CCNC(=O)c2ccccc2Cl)c(=O)[nH]c1=O
-1.4 | -6 | 4 | Cn1ccnc1CN1CCN(C(=O)c2cc(COc3ccc(F)c(F)c3)on2)CC1
0.1 | -18 | 13 | Cc1ccc(S(=O)(=O)N2CCN(C(=O)COC(=O)COc3ccccc3)CC2)cc1
-0.5 | -1 | 14 | CC(CN1CCCCC1)OC(=O)c1ccc2c(c1)OCO2 (configuration not stated)
-0.4 | -16 | 8 | Cc1cc(C)n(CCC(=O)N2CCN(S(=O)(=O)c3ccccc3)CC2)n1
-0.9 | -15 | 8 | CC(c1ccccc1)n1cc(C(=O)NCc2ccccn2)nn1 (configuration not stated)
-1.3 | -10 | 4 | Cc1ccc2nc(NCc3ccccc3)c(C=NCc3cccnc3)c(=O)n2c1

Reprinted from the part before: 4 compounds; new compounds follow.
STK33 inh | OX1R antag-1 | OX1R antag-2 | smiles
-0.5 | -1 | 14 | CC(CN1CCCCC1)OC(=O)c1ccc2c(c1)OCO2 (configuration not stated)
-0.4 | -16 | 8 | Cc1cc(C)n(CCC(=O)N2CCN(S(=O)(=O)c3ccccc3)CC2)n1
-0.9 | -15 | 8 | CC(c1ccccc1)n1cc(C(=O)NCc2ccccn2)nn1 (configuration not stated)
-1.3 | -10 | 4 | Cc1ccc2nc(NCc3ccccc3)c(C=NCc3cccnc3)c(=O)n2c1
-1.6 | 8 | 16 | CCCc1ccc(Oc2cc(Cl)nc(N)n2)cc1
-0.3 | 1 | 16 | CCOC(=O)C1(C)/C(=N/Nc2ccccc2OC)C(=O)C(=O)N1c1ccccc1 (configuration not stated)
1.3 | -11 | 7 | Cc1ccc(N2CC(C(=O)Nc3nc4ccc(S(C)(=O)=O)cc4s3)CC2=O)cc1 (configuration not stated)
0.6 | -21 | 19 | Cc1cccc2c1-c1sc(C(=O)NCCCN3CCCC(C)C3)cc1CO2 (configuration not stated)
0.2 | -16 | 8 | Cc1cccc(-c2noc(CCC(=O)NCc3ccco3)n2)c1
-0.6 | -20 | 14 | O=C(Nc1cccc(Cl)c1N1CCOCC1)c1cccnc1
-1.2 | 0 | 5 | CCCc1cnc(N2CCN(S(C)(=O)=O)CC2)nc1
0.1 | -18 | 26 | COCCCNc1nc2c(c(=O)n(C)c(=O)n2C)n1Cc1cccc(OC)c1
1.0 | -15 | 154* | CC(=O)Nc1c2c3c(cccc3n(C)c1=O)C(=O)c1ccccc1-2
-1.3 | -5 | 14 | COC(=O)c1c(NC(=O)/C=C/C(=O)O)sc(C)c1-c1ccc(C)cc1
-0.5 | -18 | 9 | OC1CCCN(Cc2cccc3ccccc23)C1 (configuration not stated)
0.4 | -2 | 20 | C#CCOCCOCCOCCNc1nc(N2CCOCC2)nc(N2CCN(C(=O)[C@H]([C@@H](C)O)n3cc(CCCCN)nn3)CC2)n1
-0.4 | -7 | 16 | CN1CCN(C(=S)NC(=O)c2ccc(C(C)(C)C)cc2)CC1
0.4 | -24 | 26 | COc1ccc(CSCC(=O)N/N=C/c2ccccc2O)cc1
0.1 | -26 | 22 | CC(C)c1ccc(NC(=O)c2ccc3snnc3c2)cc1
2.0 | -23 | 4 | COc1ccc(C(=O)NCC(=O)OCc2nc(N)nc(Nc3ccccc3C)n2)cc1
-1.1 | -15 | 13 | O=C(COC(=O)c1cccnc1Cl)c1ccccc1
-0.5 | -26 | 6 | CCOC(=O)C1(CC2CC2)CCN(Cc2cn[nH]c2-c2cccc(F)c2)CC1
-1.8 | -16 | 73* | CCOc1ccccc1NC(=O)c1ccc2[nH]c(C)c(C)c2c1
2.8 | -21 | 6 | COc1ccc(CCNCC(=O)Nc2ccc(C)c(S(=O)(=O)N(C)C)c2)cc1OC
0.9 | -18 | 9 | CCOC(=O)c1ccc(NC(=S)N2CCN(C)CC2)cc1
0.3 | 7 | 21 | O=C(COC(=O)c1cccnc1Cl)c1ccc2c(c1)OCCO2
/ | -3 | 12 | COc1ccc(-c2ccc(-c3cc(=O)oc4cc(OC)c(OC)c(OC)c34)cc2)cc1F
-1.1 | -12 | 9 | Cc1ccc(C2=N/C(=C\c3cccc(F)c3)C(=O)O2)cc1
3.7 | -25 | 47 | Nc1nn(-c2ccccc2)c(N)c1N=Nc1ccccc1
-0.3 | -29 | 12 | COc1cc(COCC(O)CN2CCc3ccccc3C2)cc(OC)c1OC (configuration not stated)
-0.5 | -7 | 4 | O=C(c1ccccc1)n1nnc2ccccc21
